Bioassay records deposited in PubChem by National Center for Advancing Translational Sciences (NCATS).
FEN1 inh – qHTS Assay for the Inhibitors of Human Flap endonuclease 1 (FEN1); AID 588795, 2011; Recombinant FEN1 flap cleavage, fluorescence, 15 min; Potency, µM (doses to about 114 µM), inactives show at the highest dose activity change, negative = inhibition, usual class: inhibitors; hit rate 0.35% among 390,000; also: nearly all actives have a fitted effect of over 65% in size
Target sequence (P39748 whole entry, looked up): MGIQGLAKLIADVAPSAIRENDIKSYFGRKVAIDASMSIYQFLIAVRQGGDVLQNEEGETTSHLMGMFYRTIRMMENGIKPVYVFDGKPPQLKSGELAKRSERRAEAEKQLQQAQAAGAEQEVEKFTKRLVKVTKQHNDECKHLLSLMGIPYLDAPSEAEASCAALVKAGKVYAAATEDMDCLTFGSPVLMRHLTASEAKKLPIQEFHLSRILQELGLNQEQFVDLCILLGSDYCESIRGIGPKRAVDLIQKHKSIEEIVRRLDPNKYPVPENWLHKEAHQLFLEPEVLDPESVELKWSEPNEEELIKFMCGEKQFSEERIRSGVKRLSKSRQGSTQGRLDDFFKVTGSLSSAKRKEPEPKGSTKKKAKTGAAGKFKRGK
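Reaction started by adding substrate (50 nM final) to 10 nM enzyme after 15 min room-temperature compound preincubation. Reads at 0 and 15 min, with data normalized and fitted to a four-parameter Hill equation.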
N370S GC – qHTS Assay for Inhibitors and Activators of N370S glucocerebrosidase as a Potential Chaperone Treatment of Gaucher Disease. Lysosomal acid glucosylceramidase (Homo sapiens), P04062. hit rate 0.092% among 330,000. Potency, µM (highest dose often 59.4 µM), for the others: at the top dose activity change, negative = inhibition, most hits filed as inhibitors. N370S GC spleen homogenate, 4MU-glucoside fluorescence. AID 2101, 2009;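 also: 0% = full enzyme activity and -100% = no enzyme basal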
TDP1 cell CPT – qHTS for Inhibitors of human tyrosyl-DNA phosphodiesterase 1 (TDP1): qHTS in cells in presence of CPT. AID 686979, 2013. Potency, µM (series often up to 46.2 µM), without a hit: at the top dose activity change, negative = growth inhibition, hits mostly inhibitors. chicken DT40 Tdp1-/-;hTDP1 cells + 20 nM CPT, ATP luminescence, 48 h. hit rate 12% among 420,000; also: nearly all actives have a fitted effect of over 55% in size
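Chicken DT40 Tdp1-/- cells stably complemented with human TDP1 were seeded at 400 cells/well in medium containing 20 nM camptothecin, exposed to pin-transferred compounds, and grown at 37 °C for at least 48 hr. Viability was read as ATP luminescence.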
* hit, by the source's call; ? = inconclusive; . = no result given; & = joins results of further samples. Calls follow the shape of the dose curve; as a rule, active = well fitted curve in the direction sought with a large enough effect; inconclusive = small, poorly fitted or top-dose-only effect, or another doubt; inactive = no such curve, though single readings can be large; an effect the other way counts as inactive or inconclusive. Unless noted, % is scaled to controls: 0 for no effect and ±100 for the full control effect; potency is read from the fitted curve at half-maximal effect. A portion of the library (hit frequency here may not be typical).

SMILES	FEN1 inh	N370S GC	TDP1 cell CPT
COc1cc(Cl)ccc1OCc1cc(C(=O)NCC(C)(C)N2CCOCC2)no1	17%	-23%	-25%
COc1ccccc1OC(=O)CCc1nc2ccccc2s1	12%	1%	0%
CCOc1ccccc1NS(=O)(=O)c1ccc2c(c1)N(C)CCO2	13%	-7%	-13%
O=C1CC(c2ccc3c(c2)OCO3)c2cc3c(cc2N1)OCCO3 (stereo not drawn)	-9%	6%	?
Cc1cc(C(=O)NC2CCCN(Cc3ccc(Cl)cc3)C2)no1 (stereo not drawn)	4%	-6%	-11%
Cc1ccc(/C=C2/Sc3ccc(C(=O)NCCN4CCOCC4)cc3NC2=O)cc1	-8%	-7%	-23%
Cc1ccc(C2c3[nH]c4ccccc4c3CCN2C(=O)CCC2CCCC2)cc1 (stereo not drawn)	-5%	.	16µM*
O=C(O)CNC(=O)c1ccc(NC(=O)/C(=C/c2cccc([N+](=O)[O-])c2)NC(=O)c2ccco2)cc1	-1%	-1%	-7%
Cc1cc(NC(=O)CCC(=O)N(Cc2ccccc2)C(C(=O)NC2CCCC2)c2ccco2)no1 (stereo not drawn)	-5%	-3%	-17%
CCOc1ccc(NC(=O)CN(C)C(=O)c2ccc(COc3ccccc3)o2)cc1OCC	0%	0%	-9%
CCc1cccc2c(C(=O)COC(=O)c3nn(C)c(=O)c4ccccc34)c[nH]c12	-5%	-3%	?
COc1ccc(C(=O)NC(C)c2nnc(SCC(=O)NC3CCCCC3)n2C)cc1 (stereo not drawn)	4%	-7%	4%

Limited to TDP1 cell CPT, for some of the entries so far:
mol	TDP1 cell CPT
COc1cc(Cl)ccc1OCc1cc(C(=O)NCC(C)(C)N2CCOCC2)no1	-25%
COc1ccccc1OC(=O)CCc1nc2ccccc2s1	0%

Other structures
SMILES	FEN1 inh	N370S GC	TDP1 cell CPT
Cc1ccc(CNC(=O)CS(=O)(=O)CC(=O)O)cc1	-2%	-3%	-1%
CCOC(=O)c1cc2c(=O)n3ccccc3nc2n(CCCOC)c1=NC(C)=O	-4%	?	-16%
Cc1ccccc1SCC(=O)OCC(=O)N(C)c1c(N)n(Cc2ccccc2)c(=O)[nH]c1=O	-4%	-4%	14%
CC1CCC(NC(=S)NCCN(C)C)CC1 (stereo not drawn)	6%	7%	-11%
Fc1ccc(-n2c(Cn3nnc4ccccc43)n[nH]c2=S)cc1	17%	5%	-2%
CCOc1ccc(-c2n[nH]c(=S)n2Cc2ccccc2)cc1	2%	-7%	?
COc1ccccc1Nc1nc(C)cc(C)n1	3%	-11%	10%
CCOc1ccc2nc(N3CCC(C(=O)N4CCN(C(=O)c5ccco5)CC4)CC3)sc2c1	-19%	1%	?
CNS(=O)(=O)c1cccc(C(=O)OCC(=O)Nc2ccc(-c3nc4ccc(C)cc4s3)cc2)c1	11%	10%	?
O=C(NC1CCCC1)C(c1ccc(F)cc1)N(C(=O)c1csnn1)c1ccccc1F (stereo not drawn)	17%	-8%	8%
CCOc1ccc(-n2c(=O)c3c(C)c(C(=O)N(C)C)sc3n(CC(=O)Nc3c(C)cc(C)cc3C)c2=O)cc1	0%	.	-29%
COC(=O)c1c(C(=O)OC)c(C)n(Cc2ccco2)c1C	-5%	7%	-4%

Some of the entries so far, field by field.
SMILES: CCOC(=O)c1cc2c(=O)n3ccccc3nc2n(CCCOC)c1=NC(C)=O
- FEN1 inh: -4%
- N370S GC: ?
- TDP1 cell CPT: -16%

SMILES: Cc1ccccc1SCC(=O)OCC(=O)N(C)c1c(N)n(Cc2ccccc2)c(=O)[nH]c1=O
- FEN1 inh: -4%
- N370S GC: -4%
- TDP1 cell CPT: 14%

SMILES: CC1CCC(NC(=S)NCCN(C)C)CC1 (stereo not drawn)
- FEN1 inh: 6%
- N370S GC: 7%
- TDP1 cell CPT: -11%

SMILES: Fc1ccc(-n2c(Cn3nnc4ccccc43)n[nH]c2=S)cc1
- FEN1 inh: 17%
- N370S GC: 5%
- TDP1 cell CPT: -2%

The results go on:
SMILES	FEN1 inh	N370S GC	TDP1 cell CPT
Cc1nn(C)c(C)c1S(=O)(=O)N(CC(=O)NCc1cccs1)c1ccc(C(C)C)cc1	-9%	-2%	28%
Cc1cc(C)cc(OCC(=O)OCC(=O)N2CC(=O)Nc3ccccc32)c1	0%	-4%	9%
Cc1ccc(N2Cc3ccccc3C2=O)cc1	-6%	0%	?
COc1ccc(-n2c(C)cc(-c3csc(N)n3)c2C)cc1	-5%	-2%	?
Cc1nc(SCC(=O)N(C)C2CCCCC2)[nH]c(=O)c1Cc1ccccc1	6%	11%	-10%
CCc1cccc2c(C(=O)COC(=O)c3c(C)noc3C)c[nH]c12	18%	2%	?
Cc1cccc(OCC(=O)Nc2cc(-c3ccccc3F)nn2-c2ccccc2)c1	1%	.	?
CCOC(=O)CSc1nc2ccccc2n2c(C)nnc12	-2%&1%	-7%	5%&-4%
Cc1ccc(C)c(N2CCN(c3ccncc3N)CC2)c1	0%	-16%	18µM*
CC1=C(C(=O)OC2CCCCC2)C(c2cccs2)n2c(nc3ccccc32)N1 (stereo not drawn)	-1%	?	-19%
CCN(CCn1cccn1)Cc1nc(-c2ccccc2)no1	-1%	?	11%
CCOc1ccc(C(=O)N(C)C2CCS(=O)(=O)C2)cc1 (stereo not drawn)	-3%	6%	-13%
O=C(CC1SCCNC1=O)Nc1ccc(Cl)cc1 (stereo not drawn)	8%	2%	11%
COc1ccc(Cc2nnc(SCC(=O)NCCc3ccccc3)o2)cc1	2%	2%	9%
CC1CN(S(=O)(=O)c2cccc(C(=O)Nc3ccc(S(=O)(=O)NC4=NCCCCC4)cc3)c2)CC(C)O1 (stereo not drawn)	4%	-2%	?
Cc1nn(CC(=O)N2CCOCC2)c(=O)c2ccccc12	-14%	-2%	9%
O=C(c1ccc(-n2cccn2)cc1)N1CCc2c([nH]c3ccccc23)C1c1ccccn1 (stereo not drawn)	0%	5%	?
CC1CC(=O)N(CCc2ccccc2)C(=O)C1	11%	.	-3%
O=C(Nc1cccc(S(=O)(=O)N2CCCCC2)c1)c1ccco1	-2%	.	-26%
O=[N+]([O-])c1ccc(Cl)cc1Sc1ccccn1	-2%	5%	-2%
CCN(CC)c1nc(=S)nc(NC(C)(C)C)[nH]1	-15%	1%	-1%
c1ccc(COc2cccc(CNCc3cccs3)c2)cc1	-23%	?	?
CC(=O)C[C@H](O)CC(=O)[C@@H]1OC(=O)[C@H](C)C/C=C\Cc2ccccc21	13%	.	-1%
O=c1[nH]cccc1-c1nc2ccccc2n1Cc1ccc(F)cc1	18%	7%	-29%

In the list so far, 4 contain fluorine.
SMILES	FEN1 inh	N370S GC	TDP1 cell CPT
Fc1ccc(-n2c(Cn3nnc4ccccc43)n[nH]c2=S)cc1	17%	5%	-2%
O=C(NC1CCCC1)C(c1ccc(F)cc1)N(C(=O)c1csnn1)c1ccccc1F (stereo not drawn)	17%	-8%	8%
Cc1cccc(OCC(=O)Nc2cc(-c3ccccc3F)nn2-c2ccccc2)c1	1%	.	?
O=c1[nH]cccc1-c1nc2ccccc2n1Cc1ccc(F)cc1	18%	7%	-29%

(listing goes on)
SMILES	FEN1 inh	N370S GC	TDP1 cell CPT
O=C(Cc1ccccc1)NCC(=O)Nc1cccc(Br)c1	15%	0%	3%
Cc1cc(C(=O)N/N=C/c2ccc(N(C)C)o2)cs1	?	-5%	23µM*
O=C(Nc1ncc2c(n1)-c1ccccc1CC2)c1ccccc1	-8%	-28%	-27%
CS(=O)(=O)N1CCc2cc(C(=O)N3CCCC3)ccc21	3%	-3%	?
CCc1nc(N)nc(N)c1-c1ccc(Cl)c([N+](=O)[O-])c1	-17%	.	0.18µM*
CCOC(=O)c1c(O)c2cc(Cl)ccc2n(CC)c1=O	2%	10%	1%
CCOC(=O)c1cccc(C(=O)OCC)n1	-2%	2%	-15%
COCCCNc1nc2ccccc2nc1NS(=O)(=O)c1cccc(C)c1	8%	17%	17%
COC(=O)COn1c(SC(C)C)nc2ccccc2c1=O	-12%	9%	-24%
CCN(CC)CC(=O)Nc1cccc2c1C(=O)c1ccccc1C2=O	-6%	7%	-23%
CC(C)CN(C(=O)C1=NN(c2ccccc2)C(=O)CC1)c1c(N)n(Cc2ccccc2)c(=O)[nH]c1=O	22%	.	-9%
Cc1cc(C)cc(S(=O)(=O)Nc2cccc(-c3ccc(N4CCOCC4)nn3)c2)c1	-3%	.	?
COc1cccc(CNC(=O)CN(C)S(=O)(=O)c2ccc3c(c2)CC(C)N3C(C)=O)c1 (stereo not drawn)	18%	-2%	-19%
CC(=O)Nc1ccc(Nc2c3ccccc3nc3ccccc23)cc1	?	-11%	0.33µM*
COc1ccccc1/C=N/NC(=O)c1cc2c(OC)c(OC)ccc2[nH]1	?	4%	4.1µM*
COC(=O)c1sc2cccc(F)c2c1S(=O)(=O)NCc1ccc(F)cc1	-9%	.	-24%
COc1ccc(NC(=O)Cn2cc(C(=O)c3ccc(C)c(C)c3)c(=O)c3cc(OC)ccc32)cc1	15%	.	-6%
COc1cc(OC)c(NC(=O)c2sc3ncn(CC(=O)N4CCN(c5ccccn5)CC4)c(=O)c3c2C)cc1Cl	5%	5%	-5%
COC(=O)c1ccc(N2CCN(S(=O)(=O)c3ccc(C)cc3)CC2)c([N+](=O)[O-])c1	-6%	1%	18µM*
CCOc1ccc(NC(=O)c2ccc(Cn3nc(C)cc3C)o2)cc1	11%	1%	?
CN(C)c1ccnc(-n2cccc2/C=N/OCc2ccc(F)cc2Cl)c1C#N	-1%	27%	?
CN(C)c1ccc(Nc2ncnc3sc4c(c23)CCCC4)cc1	-4%	.	?
COc1ccc2[nH]c(C(=O)N3CCC(n4nccc4NC(=O)C4CC4)CC3)c(C)c2c1	0%	-10%	-14%
O=C(O)C1CCCN1S(=O)(=O)c1ccc2ccccc2c1 (stereo not drawn)	1%	10%	-14%
COc1ccc(CN2CCc3nc(Nc4ccccc4)ncc3C2)c(OC)c1OC	2%	.	16µM*
Cc1cccn2c(=O)cc(COc3cccc(NC(=O)Nc4cccc(Cl)c4)c3)nc12	11%	.	-1%
Cc1ccc(-c2csc(=Nc3ccc(F)cc3)n2Cc2ccc3c(c2)OCO3)cc1C	3%	.	18µM*
COc1ccc(C2COc3cc(O)ccc3C2)c(OC)c1O (stereo not drawn)	-5%	.	18µM*
COc1ccc(OCCCn2c(C3CC(=O)N(c4ccc(F)cc4)C3)nc3ccccc32)cc1 (stereo not drawn)	4%	.	18µM*
O=C(Nc1cccc([N+](=O)[O-])c1)c1ccc2nsnc2c1	-13%	2%	-29%
CN1CC(=O)N(CC(=O)Nc2cccc(S(=O)(=O)N3CCOCC3)c2)C1=O	1%	19%	17%
Cc1onc(-c2ccccc2)c1C(=O)N1CCN(CCc2ccccc2)CC1	1%	-3%	-19%
CCCCOC(=O)NC1CCS(=O)(=O)C1 (stereo not drawn)	3%	-1%	4%
CC(C)C(NC(=O)C1CCCCC1)C(=O)Nc1ccccn1 (stereo not drawn)	5%	-17%	-24%
O=C(NCCCN1CCN(c2ccc(F)cc2)CC1)c1ccc2nc(Cc3ccccc3)oc2c1	4%	.	13µM*
C/C(CC1CC(COCC(C)C)OC1=O)=N\NC(N)=S (stereo not drawn)	1%	4%	0%
Cc1cccc(NC(=S)NCc2ccco2)n1	1%	9%	2%
C#CCn1c(S(=O)(=O)Cc2ccccc2Cl)nc(-c2ccccc2)c1-c1ccccc1	11%	15%	18µM*
COC(=O)/C=C1\SC(=NC(=O)c2cccc([N+](=O)[O-])c2)NC1=O	6%	1%	?
COc1cc(-n2c(=O)c3ccccc3n(Cc3cccc(Cl)c3)c2=O)cc(OC)c1OC	3%	.	?
Cc1noc(C)c1C(=O)OCC(=O)Nc1ccc(N2CCOCC2)cc1	18%	.	-2%
COc1cc(/C=N/NC(=O)COc2ccccc2C)ccc1OC(=O)c1cccs1	5%	3%	0%
COCc1cc(C)n(CC(=O)Nc2ccccc2C(=O)OC)c(=O)c1C#N	0%	4%	0%
O=S(=O)(NCCO)c1cccc2cccnc12	-7%	7%	3%
CC(=O)Nc1ccc(NS(=O)(=O)c2ccc3ccccc3c2)cc1	-2%	-8%	?
COc1ccc(NC(=O)CSc2cc(C(=O)c3nccn3C)c3ccccc3n2)cc1	-13%	6%	1%
COc1cccc(CNC(=O)c2[nH]c3cc(C)ccc3c2Sc2ccccc2)c1	4%	.	?
Cc1ccc2nc(SC(C)C(=O)NCc3ccco3)[nH]c2c1 (stereo not drawn)	-3%	8%	-18%
CCCOc1ccc(C(=O)Nc2ccc(CN3CCOCC3)cc2)cc1	2%	6%	?
CCCN(CCC)S(=O)(=O)c1cccc(C(=O)Nc2ccc3c(c2)OCO3)c1	-13%	11%	-60%
CCN(CCCNC(=O)COc1cc(=O)n(C)c2ccccc12)c1cccc(C)c1	-11%	5%	?
Cc1ccc(S(=O)(=O)N2CCC(=O)N(CCOC(=O)NCc3ccccc3)CC2)cc1	14%	-17%	-20%
O=C(NNS(=O)(=O)c1ccc(F)cc1)C1CCCCC1	12%	3%	2%
